# From PubChem
# PriA SSB inh = inhibitors of Klebsiella pneumoniae PriA binding to SSB C-terminal tail, primary screen, biochemical, AlphaScreen; AlphaScreen SSBct-PriA binding, biotinylated peptide; AID 1272365, 2023; inhibition, % at 33 µM; 430,000 tested, 0.6% active; PriA–SSB C-terminal tail interaction (Klebsiella pneumoniae); in the data active means inhibition mostly above about 37%, no sharp cut-off; inactive means mostly below about 20%;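 further: plate controls were negative control peptide for no effect and reference peptide for full effect; strong numbers were not always called active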
# GDH-TPI counter = GDH-TPI coupling enzyme inhibitors, primary screen, artefact control for M. tuberculosis FBA inhibitor project, biochemical, absorbance, full deck; GDH-TPI coupled enzyme counterscreen, NADH absorbance; inhibition, % at 4.8 µM; 360,000 tested, 1.2% active; AID 588335, 2011; in the data active means inhibition above about 30%;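 further: 0% = DMSO wells and 100% = wells lacking the enzyme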
# MazEF act = activators of E. coli MazEF toxin-antitoxin RNase, primary screen, biochemical, fluorescence, uHTS | AID 504720, 2011 | Endoribonuclease toxin MazF (Escherichia coli (strain K12)), P0AE70 | 350,000 tested, 0.32% active | activation, % at 20 µM | FAM/BHQ RNA-DNA oligo cleavage fluorescence, 5 h; in the data active means activation above about 50%
# Target sequence (P0AE70 whole entry, looked up): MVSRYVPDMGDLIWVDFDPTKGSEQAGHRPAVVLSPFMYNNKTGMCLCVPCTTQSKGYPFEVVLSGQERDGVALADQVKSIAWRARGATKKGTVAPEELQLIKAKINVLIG
# Vc quorum ag = inducers of Vibrio cholerae quorum light production without autoinducers, primary screen, BH1578 luxS cqsA deficient, single point. 350,000 tested, 0.16% active. AID 588436, 2011. activation, % at 18.7 µM. V. cholerae BH1578 lux reporter, luminescence, 6 h; in the data active means activation mostly above about 9.7%, no sharp cut-off; further: not every result past the cut was called active; inactives centre near 0; reference of the scale not given here
# Mtb BioA inh = M. tuberculosis BioA enzyme inhibitors, primary screen, biochemical, plate reader, single point, HTS; purified M. tuberculosis BioA enzyme; inhibition, % at 9.99 µM; 7,8-diaminopelargonic acid synthase BioA (Mycobacterium tuberculosis); AID 602481, 2012; 360,000 tested, 0.096% active; in the data active means inhibition above about 40%
# SARS 3CLpro inh = SARS-CoV 3CLpro protease inhibitors, primary screen, biochemical, quenched FRET | 290,000 tested, 0.14% active | Replicase polyprotein 1ab (Severe acute respiratory syndrome coronavirus), P0C6X7 | inhibition, % at 6 µM | recombinant SARS-CoV 3CLpro, quenched FRET peptide cleavage; in the data active means inhibition above about 12%
# Mtb FBA inh = Mtb FBA enzyme inhibitors, primary screen, biochemical, fluorescence, strain H37Rv | inhibition, % at 1 µM | 360,000 tested, 2.3% active | Fructose-bisphosphate aldolase (Mycobacterium tuberculosis (strain ATCC 25618 / H37Rv)), … | AID 588726, 2011 | purified M. tuberculosis FBA, fluorescence read-out; in the data active means inhibition above about 27%;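 further: 0% = vehicle and 100% = reference inhibitor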
# UGM FP inh = M. tuberculosis UGM enzyme inhibitors, primary screen, biochemical, fluorescence polarization, single point; purified UGM, fluorescence polarization probe displacement; inhibition, % at 10 µM; 320,000 tested, 0.06% active; AID 504406, 2011; in the data active means inhibition above about 10%, passing the limit was not always enough
# Target sequence (P9WIQ1 whole entry, looked up): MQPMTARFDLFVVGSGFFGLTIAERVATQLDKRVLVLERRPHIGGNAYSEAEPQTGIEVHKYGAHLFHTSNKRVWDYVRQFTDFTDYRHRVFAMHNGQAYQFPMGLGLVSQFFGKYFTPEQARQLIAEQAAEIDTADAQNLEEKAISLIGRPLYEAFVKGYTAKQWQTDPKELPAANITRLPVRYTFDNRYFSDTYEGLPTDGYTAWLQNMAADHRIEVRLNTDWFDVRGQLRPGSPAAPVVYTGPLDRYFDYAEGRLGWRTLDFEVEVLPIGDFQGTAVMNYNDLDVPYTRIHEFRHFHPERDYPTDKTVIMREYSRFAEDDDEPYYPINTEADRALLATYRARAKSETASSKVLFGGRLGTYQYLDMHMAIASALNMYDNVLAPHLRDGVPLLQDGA
# Rv3671c inh = Rv3671c serine protease inhibitors, primary screen, biochemical, fluorescence polarization, M. tuberculosis H37Rv. 320,000 tested, 0.048% active. P9WHR9. inhibition, % at 5.96 µM. AID 2606, 2010; in the data active means inhibition above about 38%;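 further: extracellular domain of Rv3671c used as enzyme; 0% = enzyme with DMSO and 100% = no enzyme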
# Target sequence (P9WHR9 whole entry, looked up, the tested form may be a part): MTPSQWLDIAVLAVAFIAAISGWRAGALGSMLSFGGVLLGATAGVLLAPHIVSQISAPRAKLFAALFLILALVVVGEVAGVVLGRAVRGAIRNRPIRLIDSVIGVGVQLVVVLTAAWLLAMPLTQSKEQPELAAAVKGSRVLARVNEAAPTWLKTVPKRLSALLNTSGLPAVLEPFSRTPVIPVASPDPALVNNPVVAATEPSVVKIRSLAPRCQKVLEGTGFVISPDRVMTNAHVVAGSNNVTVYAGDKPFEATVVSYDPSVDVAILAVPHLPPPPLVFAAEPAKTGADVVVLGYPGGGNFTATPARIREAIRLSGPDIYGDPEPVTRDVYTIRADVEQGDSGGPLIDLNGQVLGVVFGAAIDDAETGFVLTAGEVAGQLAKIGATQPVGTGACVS
# DUSP3 inh = VHR1 phosphatase inhibitors, primary screen, biochemical, absorbance, uHTS; inhibition, % at 13.3 µM; Dual specificity protein phosphatase 3 (Homo sapiens), P51452; recombinant VHR phosphatase, pNPP absorbance; 290,000 tested, 0.52% active; in the data active means inhibition above about 50%; further: some compounds called inactive have numbers as strong as hits
# Target sequence (P51452 whole entry, looked up): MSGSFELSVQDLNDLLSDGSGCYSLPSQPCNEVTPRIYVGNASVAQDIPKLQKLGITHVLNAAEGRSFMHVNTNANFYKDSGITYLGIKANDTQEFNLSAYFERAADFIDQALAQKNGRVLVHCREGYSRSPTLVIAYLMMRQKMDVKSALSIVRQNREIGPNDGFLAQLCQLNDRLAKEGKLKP
# Active calls of the source: *; i = inactive; nt = no result given; + = active, no number; & = joins results of further samples. Not all compounds are listed; rates above refer to the full screens.
# Letters: A = PriA SSB inh; B = GDH-TPI counter; C = MazEF act; D = Vc quorum ag; E = Mtb BioA inh; F = SARS 3CLpro inh; G = Mtb FBA inh; H = UGM FP inh; I = Rv3671c inh; J = DUSP3 inh
CCCCC(=O)Nc1nnc(SCC(=O)NCC2CCCO2)s1 (configuration not stated)
  A: 7; B: -7; C: -3; D: -0.3; E: -1.1; F: nt; G: -3; H: -1.7; I: 6; J: nt
Cc1noc(C)c1C(=O)N1CCC1(C)C(=O)NS(=O)(=O)c1ccccc1C(F)(F)F (configuration not stated)
  A: nt; B: 3; C: nt; D: 0.6; E: -1.6; F: nt; G: 0; H: nt; I: nt; J: nt
COc1ccc(CNC(=O)c2cc3ccccc3o2)cc1OC
  A: 0; B: -5; C: -8; D: i; E: 2.3; F: -3; G: 0; H: -1.7; I: 4; J: 14
CSCC[C@H](NS(=O)(=O)c1ccc(C)cc1)C(=O)N1CCC(C(=O)N[C@@H](Cc2ccc(O)cc2)C(=O)O)CC1
  A: -2; B: 8; C: -9; D: -0.7; E: 0.5; F: 0; G: 1; H: -0.4; I: 4; J: 9
Cc1ccc(Nc2nc(C)cc(C)c2C(N)=O)cc1
  A: -7; B: -1; C: -4; D: -0.2; E: -1.7; F: 1; G: -4; H: -0.3; I: 5; J: 18
O=P(Oc1ccccc1)(N1CCOCC1)N1CCOCC1
  A: -19; B: 6; C: 11; D: i; E: -1.5; F: nt; G: 4; H: nt; I: nt; J: nt
O=C(C1=C(O)C(=O)N(CC2CCCO2)C1c1cccc(Cl)c1)c1ccco1 (configuration not stated)
  A: -19; B: 16; C: -3; D: -0.6; E: -1.9; F: 7; G: 1; H: 3.9; I: 3; J: 7
Cc1oc2cc(O)cc(O)c2c(=O)c1-c1ccc2c(c1)OCCCO2
  A: -9; B: 9; C: 7; D: i; E: 1.1; F: 2; G: 4; H: 1.3; I: 2; J: -1
O=C1CCCCC1C(Nc1ccc(Cl)cc1)c1ccccc1 (configuration not stated)
  A: 2; B: 4; C: 0; D: -0.3; E: -2.5; F: -3; G: 0; H: 0.7; I: 13; J: 21
CCCCN(C)C(=O)Cc1c(OC)ccc2cc(Br)ccc12
  A: -13; B: -3; C: -7; D: -0.3; E: 10; F: -2; G: 2; H: -0.6; I: -2; J: -2
COC(=O)/C(=C/N(C)C)C(=O)N1CCN(c2ccc(Cl)c(Cl)c2)CC1
  A: 2; B: 1; C: -1; D: -1.2; E: nt; F: 3; G: -2; H: -0.7; I: 16; J: 11
O=C(N/N=C/c1c(F)c(F)c(F)c(F)c1F)c1cc(-c2ccccc2)nc2ccccc12
  A: nt; B: -5; C: 5; D: i; E: -0.7; F: -5; G: 1; H: 0.4; I: -7; J: 22
FC(F)(F)c1ccc(C2[C@H]3CN(CC4CCCCC4)[C@H](c4ccccc4)C34CC2(c2cccnc2)C4)cc1 (some centres not stated)
  A: 26; B: 0; C: -16; D: i; E: -1.5; F: nt; G: -1; H: 1.4; I: -6; J: 4
CC(=O)N(Nc1ccccc1)c1ccccc1
  A: -7; B: 8; C: 4; D: -1.3; E: -0.9; F: 1; G: 2; H: -1.4; I: 1; J: nt
O=C(c1ccccc1)c1cncc(Br)c1
  A: -5; B: 7; C: -14; D: 5.9; E: -0.6; F: 3; G: 0; H: 2.1; I: -2; J: -2
COc1ccc(NC(=O)C2CCCN2S(=O)(=O)c2cccs2)c([N+](=O)[O-])c1 (configuration not stated)
  A: 19; B: 2; C: 2; D: i; E: 0.6; F: nt; G: 0; H: -1.6; I: -1; J: nt
CC(C)(C)NC(=O)CSc1nnnn1C(C)(C)C
  A: -15; B: 4; C: 4; D: -0.7; E: nt; F: -3; G: 1; H: 0.9; I: 0; J: 18
Cc1ccc([C@H]2N[C@]3(CCCN(CC4CCCCC4)C3=O)[C@H]3C(=O)N(C)C(=O)[C@@H]23)cc1
  A: nt; B: -4; C: -6; D: i; E: 0.4; F: nt; G: -5; H: nt; I: nt; J: nt
COc1ccc(NC(=O)CC2CCCC2)cc1OC
  A: 2; B: -2; C: 12; D: -0.2; E: -0.1; F: 6; G: -2; H: 0.1; I: 8; J: -4
O=C(/C=C/c1ccc([N+](=O)[O-])cc1)N1CCN(Cc2ccccc2)CC1
  A: 2; B: 19; C: 8; D: -0.2; E: 4.2; F: -1; G: -1; H: -1.5; I: 3; J: 9
Cc1cccc(NC(=O)NNC(=O)COc2ccc(Cl)cc2)c1
  A: 5; B: -2; C: -2; D: i; E: nt; F: -2; G: -4; H: -2.8; I: -9; J: 12
COc1ccc(CNC(=O)CCSCc2cccc(Cl)c2)c(OC)c1
  A: -1; B: 3; C: -6; D: -2.6; E: nt; F: -3; G: 2; H: -0.3; I: 9; J: -22
CCC(C)c1ccc(S(=O)(=O)N2CCN(CC(O)CN3CCOCC3)CC2)cc1 (configuration not stated)
  A: -9; B: 1; C: 7; D: i; E: nt; F: nt; G: -2; H: 1.2; I: -10; J: nt
Cc1cccc(C)c1OCC(=O)NNC(=O)Nc1ccc(Cl)cc1
  A: 3; B: 9; C: 4; D: -1.8; E: -2.6; F: 1; G: -3; H: 1.0; I: 7; J: 22
CC(C)(CCc1ccccn1)C(=O)CCCc1ccccn1
  A: -5; B: 1; C: 4; D: -0.9; E: 2.1; F: nt; G: -3; H: nt; I: nt; J: nt
O=C(Oc1ccc(-c2nnco2)cc1)N1CCOCC1
  A: -21; B: -2; C: 0; D: -0.3; E: 1.9; F: -4; G: 6; H: 1.3; I: 2; J: -3
Cc1oc(-c2cccc(Cl)c2)nc1CN1CCC(C(=O)N2CCN(c3ccccn3)CC2)CC1
  A: 4; B: 5; C: 6; D: -0.4; E: -2.3; F: nt; G: 10; H: -0.5; I: 8; J: nt
CC(C)NC(=O)/C(C#N)=C/c1ccc(N(C)C)o1
  A: -6; B: 0; C: -354; D: -0.8; E: nt; F: -2; G: -47; H: -5.9; I: -3; J: 8
CCCCCn1c(=O)c(C(=O)OCC)c(O)c2ccccc21
  A: -5; B: 5; C: -6; D: -0.2; E: -1.3; F: 0; G: 2; H: nt; I: -2; J: 16
Cc1oc2ccc(O)c(CN(C)C)c2c1C(=O)c1ccccc1
  A: -12; B: 2; C: -14; D: -0.4; E: 0.7; F: -1; G: 6; H: 1.4; I: -9; J: 22
CCCCN(CCCNC(=O)C1CCCN(S(=O)(=O)CC)C1)Cc1ccccc1 (configuration not stated)
  A: -16; B: -1; C: 1; D: 9.3; E: -3.0; F: 3; G: 2; H: 0.2; I: -9; J: 14
O=C(CSc1nnc(SCc2cccc3ccccc23)s1)N/N=C/c1c[nH]c2ccccc12
  A: nt; B: 20; C: -15; D: -0.7; E: nt; F: 0; G: -6; H: -2.9; I: -17; J: 22
COc1ccc(OCC(=O)Nc2cccc(C(=O)Nc3ccccc3C(=O)O)c2)cc1
  A: 2; B: 2; C: 0; D: -0.2; E: nt; F: 5; G: 0; H: 3.4; I: -8; J: -16
Cc1cccc(NC(=O)CSc2nc(COc3ccccc3)nc3ccccc23)c1C
  A: 0; B: 14; C: -22; D: -1.1; E: nt; F: 1; G: -2; H: -3.5; I: 2; J: 33
CCOc1ccc(C2C(C(=O)OC)=CN(CCOC)C=C2C(=O)OC)cc1
  A: -29; B: 8; C: 9; D: 2.0; E: 2.2; F: -2; G: +; H: 0.5; I: -1; J: 20
CC(C)Oc1ccc(N2CC(C(=O)OCC(=O)NCc3ccccc3)CC2=O)cc1 (configuration not stated)
  A: 1; B: 1; C: -5; D: 0.9; E: -0.9; F: -4; G: 1; H: 0.7; I: -11; J: 27
O=C(c1ccccc1)c1ccccc1C(=O)c1ccccc1
  A: -18; B: 4&2; C: 1&7; D: -10&-1.4; E: -0.5&-1.1; F: 1&-3; G: 7&3; H: -1.4&-0.3; I: 8&6; J: 24&8
Cc1ccccc1C(=O)NCC(=O)NNC(=O)CCN1CCN(c2ccccc2)CC1
  A: 1; B: 2; C: -2; D: -14; E: -1.5; F: -1; G: 2; H: 0.4; I: 1; J: -9
O=C(CN(c1ccc([N+](=O)[O-])cc1)S(=O)(=O)c1ccccc1)N1CCCCC1
  A: -1; B: 3; C: -3; D: i; E: -1.0; F: 0; G: -1; H: 2.8; I: -5; J: 16
COc1ccc(Cl)cc1N1CCN(CCNC(=O)Nc2ccccc2C)CC1
  A: -11; B: 3; C: -4; D: -0.5; E: nt; F: 1; G: 3; H: -2.0; I: 2; J: 17
CC(C)[C@H](NC(=O)N1c2ccccc2NC(=O)[C@@H]1C(C)C)C(=O)N1CCC[C@H]1C(=O)O
  A: -2; B: 6; C: 5; D: -0.4; E: -1.6; F: -3; G: 0; H: -1.3; I: 3; J: 16
O=C(CNC(=O)c1ccccc1O)N/N=C/c1cc(Br)ccc1OC(=O)/C=C/c1ccco1
  A: nt; B: nt; C: -6; D: nt; E: nt; F: 0; G: nt; H: 0.5; I: 11; J: 8
COc1cc(/C=N/NC(=O)c2cccc3ccccc23)ccc1OCC(N)=O
  A: nt; B: 21; C: 9; D: -0.9; E: nt; F: nt; G: -1; H: 2.6; I: 0; J: nt
O=C1CC=Nc2ccc([N+](=O)[O-])cc21
  A: nt; B: 20; C: -3; D: -0.7; E: 0.5; F: nt; G: 2; H: nt; I: nt; J: nt
O=C(Cn1c(=O)[nH]c2ccccc2c1=O)Nc1ccc2c(c1)OCO2
  A: -5; B: -2; C: 7; D: -0.6; E: -0.2; F: 0; G: 4; H: -3.4; I: 3; J: -13
COc1ccc(C(C(=O)NCC2CCCO2)N(C(=O)c2snc(C(N)=O)c2N)c2ccccc2)cc1OC (configuration not stated)
  A: -4; B: 27; C: 5; D: -0.1; E: -0.1; F: 0; G: 13; H: nt; I: nt; J: 44
Cc1ccc(S(=O)(=O)CC(=O)Nc2nc(C(C)(C)C)cs2)cc1
  A: 5; B: -2; C: -1; D: -0.5; E: 0.5; F: 1; G: -5; H: 0.9; I: -15; J: -30
O=C(Nc1ccc(F)c(Cl)c1)c1cc(C2CCCN(C(=O)CCc3ccccc3)C2)on1 (configuration not stated)
  A: nt; B: 2; C: nt; D: i; E: -1.3; F: nt; G: -2; H: nt; I: nt; J: nt

# Exported as labelled records: part of the list above
Structure: CC(C)(C)NC(=O)CSc1nnnn1C(C)(C)C
  PriA SSB inh: -15	GDH-TPI counter: 4	MazEF act: 4	Vc quorum ag: -0.7	Mtb BioA inh: nt	SARS 3CLpro inh: -3	Mtb FBA inh: 1	UGM FP inh: 0.9	Rv3671c inh: 0	DUSP3 inh: 18
Structure: CC(C)[C@H](NC(=O)N1c2ccccc2NC(=O)[C@@H]1C(C)C)C(=O)N1CCC[C@H]1C(=O)O
  PriA SSB inh: -2	GDH-TPI counter: 6	MazEF act: 5	Vc quorum ag: -0.4	Mtb BioA inh: -1.6	SARS 3CLpro inh: -3	Mtb FBA inh: 0	UGM FP inh: -1.3	Rv3671c inh: 3	DUSP3 inh: 16
Structure: Cc1ccc(Nc2nc(C)cc(C)c2C(N)=O)cc1
  PriA SSB inh: -7	GDH-TPI counter: -1	MazEF act: -4	Vc quorum ag: -0.2	Mtb BioA inh: -1.7	SARS 3CLpro inh: 1	Mtb FBA inh: -4	UGM FP inh: -0.3	Rv3671c inh: 5	DUSP3 inh: 18
Structure: COc1ccc(Cl)cc1N1CCN(CCNC(=O)Nc2ccccc2C)CC1
  PriA SSB inh: -11	GDH-TPI counter: 3	MazEF act: -4	Vc quorum ag: -0.5	Mtb BioA inh: nt	SARS 3CLpro inh: 1	Mtb FBA inh: 3	UGM FP inh: -2.0	Rv3671c inh: 2	DUSP3 inh: 17
